Pol kappa inh: inhibitors of human DNA polymerase kappa | purified Pol kappa, fluorescent DNA synthesis assay, 10 min | Potency, µM (doses to about 107 µM), inactives show top-dose activity, negative = inhibition, actives largely listed as inhibitors | actives 0.53% (n = 400,000) | AID 588579; note: potency is the fitted concentration of half-maximal effect; % is set by controls: 0 for no effect and ±100 for the full control effect
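10 nM Pol kappa preincubated 15 min at room temperature with compounds, then reaction started with substrate at 50 nM final. Fluorescence read kinetically at 0 and 10 min; buffer-only wells served as negative control.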
POLI inh: DNA polymerase iota (human) inhibition; Q9UNA4; Pol iota fluorescent replication assay, 10 min; Potency, µM (titrated, usually from 115 µM), inactives show top-dose activity, negative = inhibition, usual class: inhibitors; actives 1% (n = 390,000); AID 588590; note: potency is the fitted concentration of half-maximal effect
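Pol iota at 10 nM preincubated 15 min with compounds at room temperature; reaction started with fluorescent substrate, 50 nM final. Fluorescence read kinetically at 0 and 10 min; buffer-only wells as negative control.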
12-LOX inh: blocks human arachidonate 12S-lipoxygenase | Potency, µM (doses to about 108 µM), for inactives: at the highest dose activity change, negative = inhibition, most hits filed as inhibitors | P18054 | purified 12hLO, xylenol orange hydroperoxide absorbance | actives 1.1% (n = 580,000); note: potency is the fitted concentration of half-maximal effect; % is set by controls: 0 for no effect and ±100 for the full control effect
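Purified human 12hLO (150 nM final) in 25 mM Hepes, 0.01% Triton X-100, pH 7.0 was preincubated 15 min at room temperature with compound. Then 40 uM arachidonic acid was added, 30 min. Hydroperoxide was read by Fe-XO absorbance ratio 573/405 nm.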
POLB inh: inhibitors of human DNA polymerase beta; actives 1.3% (n = 340,000); Potency, µM (top dose mostly 114 µM), for inactives: top-dose activity change, negative = inhibition, hits mostly inhibitors; Pol beta primer extension/strand displacement, fluorescence kinetic; P06746; AID 485314; note: potency is the fitted concentration of half-maximal effect; % is set by controls: 0 for no effect and ±100 for the full control effect
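Pol beta (10 nM) and compounds were preincubated 15 min at room temperature, then 50 nM substrate (final) started primer extension/strand displacement. Reads were taken at 0 and 10 min; concentration-response data were fitted to a four-parameter Hill equation.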
APEX1 inh: inhibitors of human APE1 endonuclease; actives 0.35% (n = 350,000); Potency, µM (doses to about 65.8 µM), for inactives: at the top dose activity change, negative = inhibition, actives largely listed as inhibitors; recombinant APE1, TAMRA/BHQ-2 abasic DNA cleavage fluorescence; P27695;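 note: potency is the fitted concentration of half-maximal effect; plate controls were vehicle for no effect and reference inhibitor for full effect; nearly all actives have a fitted effect of over 55% in size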
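Substrate: short duplex with […] THF abasic site, 5'-TAMRA and 3'-BHQ-2, 50 nM final. APE1 at 0.75 nM, preincubated 15 min RT with compound. Fluorescence increase from first to third read measured activity.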
TRHR agonist: TRH receptor (human) agonism; TRHR cells, calcium flux fluo-8, FDSS agonist mode; actives 0.18% (n = 360,000); activation, % at 2 µM; in the data active = activation above about 30%; note: 0% is about no effect
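Fluo-8-loaded TRHR cells; 10 s baseline, compound added, kinetic Ca2+ fluorescence read 1/s, agonist mode.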
BLM inh: Bloom syndrome helicase (human) inhibition; actives 0.2% (n = 350,000); Potency, µM (highest dose often 56.1 µM), for inactives: top-dose activity change, negative = inhibition, usual class: inhibitors; P54132; recombinant BLM DNA unwinding, fluorescence dequenching;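 note: potency is the fitted concentration of half-maximal effect; plate controls were vehicle for no effect and no enzyme for full effect; nearly all actives have a fitted effect of over 35% in size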
Target sequence (P54132 whole entry, looked up): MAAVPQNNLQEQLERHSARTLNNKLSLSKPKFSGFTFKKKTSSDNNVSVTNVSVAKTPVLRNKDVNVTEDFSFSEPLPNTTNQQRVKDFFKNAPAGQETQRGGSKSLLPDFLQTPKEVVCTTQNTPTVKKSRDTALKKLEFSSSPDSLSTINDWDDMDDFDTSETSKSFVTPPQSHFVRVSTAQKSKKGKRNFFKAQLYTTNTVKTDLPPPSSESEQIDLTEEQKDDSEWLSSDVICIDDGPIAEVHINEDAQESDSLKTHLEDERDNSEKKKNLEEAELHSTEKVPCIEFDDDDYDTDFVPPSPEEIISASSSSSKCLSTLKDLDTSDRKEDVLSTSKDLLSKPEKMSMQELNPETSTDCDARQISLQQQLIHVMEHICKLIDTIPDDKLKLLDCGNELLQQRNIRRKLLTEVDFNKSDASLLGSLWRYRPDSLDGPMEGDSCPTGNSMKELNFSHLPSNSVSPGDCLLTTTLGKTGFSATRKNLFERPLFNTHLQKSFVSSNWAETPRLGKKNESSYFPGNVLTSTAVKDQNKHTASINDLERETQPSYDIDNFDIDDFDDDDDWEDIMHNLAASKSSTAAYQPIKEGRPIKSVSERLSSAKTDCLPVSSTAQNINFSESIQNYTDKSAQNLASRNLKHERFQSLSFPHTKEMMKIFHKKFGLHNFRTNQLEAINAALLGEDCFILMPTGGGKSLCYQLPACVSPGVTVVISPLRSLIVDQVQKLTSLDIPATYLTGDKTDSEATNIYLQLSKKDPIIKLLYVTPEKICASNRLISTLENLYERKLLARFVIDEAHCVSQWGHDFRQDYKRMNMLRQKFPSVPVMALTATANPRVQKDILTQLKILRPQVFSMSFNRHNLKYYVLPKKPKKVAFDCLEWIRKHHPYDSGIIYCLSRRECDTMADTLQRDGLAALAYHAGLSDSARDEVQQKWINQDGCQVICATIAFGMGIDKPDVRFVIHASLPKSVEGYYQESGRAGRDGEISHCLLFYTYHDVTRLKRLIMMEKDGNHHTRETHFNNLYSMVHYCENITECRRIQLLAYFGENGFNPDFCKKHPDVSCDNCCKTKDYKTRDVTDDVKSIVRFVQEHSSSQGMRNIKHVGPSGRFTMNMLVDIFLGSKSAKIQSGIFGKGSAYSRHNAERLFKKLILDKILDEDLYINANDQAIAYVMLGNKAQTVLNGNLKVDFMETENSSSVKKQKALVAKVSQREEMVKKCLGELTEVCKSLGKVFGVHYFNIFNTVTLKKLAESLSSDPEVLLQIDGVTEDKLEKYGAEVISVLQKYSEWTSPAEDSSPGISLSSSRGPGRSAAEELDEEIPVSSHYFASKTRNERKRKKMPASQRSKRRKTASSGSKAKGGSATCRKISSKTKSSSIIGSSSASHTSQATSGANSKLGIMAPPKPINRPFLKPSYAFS
ERG-DNA inh: inhibitors of human ERG Ets domain-DNA interaction; P11308; Potency, µM (titrated, usually from 76.9 µM), for inactives: top-dose FP activity, negative = inhibition, usual class: inhibitors; fluorescence polarization, His-ERG Ets domain / labelled DNA; AID 624246; actives 0.028% (n = 370,000); active = well fitted inhibition curve with a large enough effect in the polarisation, with a control signal flat; inconclusive = small, poorly fitted or top-dose-only effect, or effect the other way, or a change in a side signal; inactive = no such curve, though single readings can be large or run the other way; the % refers to the polarisation;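 note: polarization taken with two DNA probes labelled with fluorescein and Texas red; potency is the fitted concentration of half-maximal effect; % of control where 0% means no effect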
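His-tagged ERG Ets domain (1 uM in the protein solution; 300mM KCl, 50mM Tris-HCl, 1mM EDTA, 1mM DTT, pH 7.5) received compound, then a probe mix of 5 nM fluorescein-DNA and 100nM Texas-615-DNA. Fluorescence polarization was read for both dyes.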
Apoferritin bind: candidate novel general anesthetic via apoferritin binding | Potency, µM (doses to about 77.5 µM), for the others: at the top dose activity change, negative = displacement, hits mostly inhibitors | AID 485281 | actives 0.074% (n = 350,000) | apoferritin/1-aminoanthracene competitive binding, fluorescence | P02791; note: potency is the fitted concentration of half-maximal effect; % is set by controls: 0 for no effect and ±100 for the full control effect; nearly all actives have a fitted effect of over 20% in size
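In PBS, apoferritin at 10 uM is loaded with 1-AMA from a 50% saturated solution. After 10 min of compound exposure at ambient temperature, reduced 535 nm fluorescence indicates probe displacement.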
Active calls of the source: *; u = inconclusive; x = not tested or not shown; & = joins results of further samples; [ ] = dose if it differs, or a comment. Unless noted, calls come from the whole dose curve; as a rule, active = well fitted curve in the direction sought with a large enough effect; inconclusive = small, poorly fitted or top-dose-only effect, or another doubt; inactive = no such curve, though single readings can be large; an effect the other way counts as inactive or inconclusive. These rows are one share of the data. The share of hits here may be higher or lower than overall.

SMILES | Pol kappa inh | POLI inh | 12-LOX inh | POLB inh | APEX1 inh | TRHR agonist | BLM inh | ERG-DNA inh | Apoferritin bind
O=C(Nc1ncc2c(n1)-c1ccccc1OC2)c1ccc(Cl)cc1Cl | -9% | 52%[activator] | -12% | 6% | -2% | -0.3 | 0% | -2% | -13%
CCc1cc2c(cc(C(=O)O)n2C)s1 | -15% | -3% | -5% | 0% | -1% | 0.2 | 1% | -5% | 0%
CC(C)n1c(SCC(=O)Nc2ccc3c(c2)OCO3)nc2c1c(=O)n(C)c(=O)n2C | -2% | 29% | 4% | 21% | u | -0.1 | 1% | 0% | -17%
Cc1nc(C#N)c(N/N=C/c2c(F)cccc2Cl)o1 | 1% | 7% | 4%[57.4 µM] | 11% | -1% | 0.0 | -3% | -15% | 3%
COc1ccc(C(=O)NCC(=O)n2nc(C)cc2C)cc1OC | -9% | 1% | 0% | -9% | 1% | 0.0 | 0% | -4% | 3%
Cc1ccc(Cn2c(C(C)Nc3nc(-c4ccc(Cl)c([N+](=O)[O-])c4)cs3)nc3cc(C(F)(F)F)ccc32)cc1 (configuration not stated) | 0% | 21% | -29% | x | x | x | x | -3% | x
C[C@H](CO)N1C[C@H](C)[C@@H](CN(C)Cc2ccncc2)Oc2c(NC(=O)CCCCCC(=O)Nc3ccccc3N)cccc2C1=O | 2% | -18% | -9% | x | 2% | x | x | 3% | x
COCCNC(=O)Cn1cc(/C=N/NC(=O)c2ccc(Oc3ccc(O)cc3)cc2)c2ccccc21 | -5% | 41%[activator] | u | -1% | -5% | -0.2 | -14% | -13% | 108%[activator]
COc1ccc(C2C=C(c3ccccc3)Nc3nc(NC(=O)/C=C/c4ccccc4OC)nn32)cc1 (configuration not stated) | -25% | 18% | 2% | 5% | x | 0.8 | -8% | 4% | 2%
CCCc1ncc(C(=O)c2ccc(OC)cc2)n1C | 7% | 3% | -6% | 3% | -7% | 0.5 | -4% | -8% | -4%
COC(C(=O)Nc1ccc(S(=O)(=O)Nc2ccc(C)c(C)c2)cc1)c1ccccc1 (configuration not stated) | -19% | 6% | -16% | 4% | -5% | 0.8 | -8% | 2% | -22%
NC(=O)C1(N2CCCCC2)CCN(Cc2ccc(Br)cc2)CC1 | 14% | -7% | 36%[activator] | 2% | -2% | 0.4 | -2% | -7% | -4%
CC1CCN(C(=O)CN(c2cccc(F)c2)S(C)(=O)=O)CC1 | -7% | 36%[activator] | -46% | 7% | 5% | -1.7 | 6% | 8% | -4%
Cc1nc2ccc(NS(=O)(=O)c3c(F)cc(F)cc3Br)cc2s1 | -3% | 5% | -20% | x | 23% | 0.9 | x | -19% | x
CCCc1nc(SCC(=O)c2ccc(OC)cc2)c2c(=O)n(C)c(=O)n(C)c2n1 | x | x | x | -22% | 9% | 0.6 | -1% | x | 2%
C=CCn1c(CC(=O)Nc2ccc(C)cc2C)nnc1SCC(=O)N1CCOCC1 | 0% | -13% | u | 44% | 38% | 0.7 | -2% | -2% | 2%
O=C(NC(=S)NC1CCSC1=O)c1cccs1 (configuration not stated) | -5% | -4% | 10% | 37% | 8% | 0.2 | -2% | -5% | -1%
CCOC(=O)CN(C(=O)COC(=O)C1=NNC(=O)CC1)c1ccc(F)cc1 | -2% | 3% | -2% | x | -14% | x | x | -5% | x
NC1=NC2=C(CCCC2)C2(CCCCC2)S1 | -14% | 0% | -9% | 3% | 28% | 1.8 | 1% | 1% | 6%
Cc1ccc(CNC(=O)c2cc3c(=O)n(C)c4ccccc4c3n2C)o1 | 5% | 42%[activator] | 8%[57.4 µM] | 12% | -4% | -0.6 | 1% | 0% | -3%

An excerpt from above in order of length of the SMILES, lowest first.
SMILES | Pol kappa inh | POLI inh | 12-LOX inh | POLB inh | APEX1 inh | TRHR agonist | BLM inh | ERG-DNA inh | Apoferritin bind
COc1ccc(C(=O)NCC(=O)n2nc(C)cc2C)cc1OC | -9% | 1% | 0% | -9% | 1% | 0.0 | 0% | -4% | 3%
NC(=O)C1(N2CCCCC2)CCN(Cc2ccc(Br)cc2)CC1 | 14% | -7% | 36%[activator] | 2% | -2% | 0.4 | -2% | -7% | -4%
CCOC(=O)CN(C(=O)COC(=O)C1=NNC(=O)CC1)c1ccc(F)cc1 | -2% | 3% | -2% | x | -14% | x | x | -5% | x

(cont.)
SMILES | Pol kappa inh | POLI inh | 12-LOX inh | POLB inh | APEX1 inh | TRHR agonist | BLM inh | ERG-DNA inh | Apoferritin bind
CSc1ccccc1OCc1cc(C(=O)N(C)Cc2ccncn2)no1 | -25% | 16% | 5% | 7% | 33% | -0.3 | -5% | -25% | -23%
O=c1cc(CS(=O)(=O)c2ccccc2)nc(-c2ccncc2)[nH]1 | -5% | 103%[activator] | -5% | 29% | -1% | 0.5 | -1% | -16% | 3%
CC1CCCCC1NC(=O)CSc1nnc(-c2ccco2)n1C (configuration not stated) | -9% | 13% | u | x | -2% | 0.0 | x | x | x
CCc1nnc(NC(=O)CSc2nc3c([nH]c4ccccc43)c(=O)n2-c2ccc(Cl)cc2)s1 | -2%[60.1 µM] | 13% | -14% | -1% | x | -0.2 | -10% | 7% | -3%
CCN(CC)CCCNC(=O)CSc1nc(-c2cccs2)cc(C(F)(F)F)n1 | -7% | 193%[activator] | -7% | -16% | 0% | -1.2 | 6% | 12% | -10%
CCn1c(SCC(=O)Nc2ccc3c(c2)OCCO3)nnc1-c1cccnc1 | -4% | 99%[activator] | 8% | 10% | -1% | 0.5 | -2% | -8% | 5%
Cc1ccc(C)c(/C=C2\N=C(c3ccccc3F)OC2=O)c1 | 6% | 24% | u | 24% | 8% | 1.0 | -11% | -3% | -5%
O=C(O)CN(CCN(CC(=O)O)CC(=O)O)CC(=O)O | 4%&1%[60.1 µM] | x | x | x | -4%&1% | x | -6%&-8% | x | 1%&-4%
CC(C)c1cccc(C(C)C)c1NC(=O)COC(=O)C1CCC1 | 11% | 13% | -25% | x | 58%[activator] | -0.1 | x | 1% | x
CNC(=O)CSc1nnnn1CCCOC | -11% | 0% | -21% | 3% | 24% | 1.1 | -3% | -2% | -8%
COc1ccccc1CNC(=O)c1cccc(C)c1[N+](=O)[O-] | 1% | 11% | 1% | 15% | 0% | -2.5 | 6% | 0% | -5%
COc1ccc(Br)cc1CN(C)C(C)C(=O)Nc1cccc(C(C)=O)c1 (configuration not stated) | -16% | -23% | -14% | -21% | 0% | 0.6 | -13% | 0% | u
COC(=O)/C=C1/S/C(=N/N=C/c2ccco2)NC1=O | -2% | 124%[activator] | 0% | 0% | 2% | -0.3 | 0% | 5% | -4%
COc1ccc(CCCc2nnc(SCc3nc4ccccc4c(=O)[nH]3)n2C)c(C)c1 | -2% | -9% | 13% | u | -9% | -0.5 | -1% | -14% | 5%
COc1ccc(-c2nc(Cn3c(SCc4ccc(F)cc4)nc4cccnc43)c(C)o2)cc1 | 3% | 18% | -5% | 10% | x | 0.9 | -10% | -2% | 5%
Cc1n[nH]c(C)c1N1C(=O)c2cccc3cc(Br)cc(c23)C1=O | -2% | 13% | 98% | 3% | -2% | -0.7 | 2% | 2% | -20%
CCOC(=O)c1nc(C)sc1-c1ccnn1S(=O)(=O)c1cccc(Cl)c1 | -3% | 47%[activator] | 0% | -14% | -8% | 0.7 | -12% | -9% | -9%
CCn1c2ccc(F)cc2c2nnc(NN)nc21 | -10% | 8% | -3% | 21% | 1% | 0.0 | -21% | 4% | u
O=C(Nc1ccc2nc(SCCOc3ccccc3Cl)sc2c1)c1cccs1 | 2% | -5% | -9% | 29% | x | 0.8 | -9% | -4% | -1%
CCOc1cc(N2CCOCC2)c(OCC)cc1NC(=O)CN1C(=O)NC2(CCCCC2C)C1=O (configuration not stated) | -3% | 23% | -5% | x | -5% | 0.3 | x | 2% | x
CCCc1nc2c(c(=O)c3ccccc3n2C)c(=O)n1-c1cc(C)cc(C)c1 | u | 79%[activator] | 5% | -8% | 0% | -0.4 | 0% | 2% | -5%
O=C1C=C(O)c2c(O)cc(O)c(O)c2C1=O | 2µM* | 3.5µM* | u | x | x | x | x | -8% | x
COc1ccccc1CCNC(=O)C1CCC(=O)N(Cc2ccccc2OC)C1 (configuration not stated) | -2% | -9% | 11% | 50% | -1% | -0.5 | -2% | 4% | -8%
COc1ccc(C(=O)CSc2nnc(-c3ccco3)n2CC2CCCO2)cc1 (configuration not stated) | 0% | u | u | 27% | -4% | -0.1 | -5% | 7% | -17%
O=C(NC1CCCC1)C1CCCN1C(=O)Oc1ccccc1 (configuration not stated) | -15% | 9% | 8% | 0% | -1% | -2.6 | -1% | -5% | -3%
CC12CCC(=O)N1C(C(=O)N1CCN(c3ccc(C(F)(F)F)cc3[N+](=O)[O-])CC1)CS2 (configuration not stated) | -6% | 4% | 0% | 21% | -7% | -0.3 | 0% | 8% | -6%
O=C(O)c1ccc(N/N=C/C=C/c2ccccc2)cc1 | -9% | -5% | -7% | -12% | 1% | -0.5 | -1% | -13% | -6%
Cc1cc2oc(=O)cc(Cn3nnc(-c4ccc(Cl)cc4)n3)c2cc1C(C)C | x | x | x | 17% | 14% | 0.9 | -6% | x | -5%
O=C(Nc1nccs1)c1cccc(N2C(=O)c3cccc4c([N+](=O)[O-])ccc(c34)C2=O)c1 | 4% | u | 430%[activator] | 3% | 7% | 9.2 | -3% | -2% | -12%
Nc1ccccc1C(=O)NNc1c2ccccc2nc2ccccc12 | 6% | -7% | 6% | u | -11% | -0.9 | -12% | 10% | 0%
Cn1c(C(=O)c2ccncc2)cc2ccccc21 | -9% | -13% | 0% | 4% | u | 1.0 | -2% | 1% | 2%
COCCNC(=O)CN1C(=O)NC2(CCCc3ccccc32)C1=O (configuration not stated) | -10% | 3% | 0% | 66% | -4% | -0.1 | -2% | -5% | 2%

Records listed so far marked active in Pol kappa inh.
SMILES | Pol kappa inh | POLI inh | 12-LOX inh | POLB inh | APEX1 inh | TRHR agonist | BLM inh | ERG-DNA inh | Apoferritin bind
O=C1C=C(O)c2c(O)cc(O)c(O)c2C1=O | 2µM* | 3.5µM* | u | x | x | x | x | -8% | x

Assay outcomes as filed in PubChem.
